Screens from PubChem BioAssay.
hcDAF12 agonist = H. contortus DAF-12 activation, primary screen | HEK293 hcDAF-12 lit1-tk-luc reporter, luminescence; 0% DMSO, 100% Δ7-dafachronic acid | activation, % at 6.8 µM | 370,000 tested, 1.4% active | AID 652067;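 active = activation above the mean of all tested compounds plus 3 SD, cut at about 5.5% in these data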;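 also: 100% = response to 3 µM Δ7-dafachronic acid high control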
DAX1 inh-1 = blocks DAX1 repression of SF-1 activated StAR promoter | HEK293T StAR-luciferase reporter, SF-1/DAX-1 repression relief | inhibition, % at 6.8 µM | 370,000 tested, 1.1% active | AID 652010;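 active = inhibition above the mean over all tested compounds plus 3 SD, cut at about 3.6% in these data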;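 also: 0% = DAX-1 cells with DMSO and 100% = cells lacking DAX-1 with DMSO; higher inhibition means more luminescence from relief of DAX-1 repression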
ssDAF12 agonist = activates DAF-12 receptor from parasite S. stercoralis; 370,000 tested, 1% active; activation, % at 6.8 µM; HEK293 ssDAF-12/GRIP1 lit1-tk-luc reporter, luminescence; % of 3 µM dafachronic acid response;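 active = activation above the mean over all tested compounds plus 3 SD, cut at about 0.9% in these data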;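 also: 0% = DMSO-only wells and 100% = 3 µM delta7-dafachronic acid wells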
ADAM17 inh = inhibitors of human ADAM17; inhibition, % at 6.95 µM; 370,000 tested, 0.83% active; recombinant ADAM17, EDANS/DABCYL FRET peptide cleavage;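 active = inhibition above the mean of compounds lying between control limits plus 3 SD, set per campaign, cut at about 8.5% in these data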;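 also: 0% = DMSO-only wells as the low control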
Target sequence (P78536 215-824 limits assumed): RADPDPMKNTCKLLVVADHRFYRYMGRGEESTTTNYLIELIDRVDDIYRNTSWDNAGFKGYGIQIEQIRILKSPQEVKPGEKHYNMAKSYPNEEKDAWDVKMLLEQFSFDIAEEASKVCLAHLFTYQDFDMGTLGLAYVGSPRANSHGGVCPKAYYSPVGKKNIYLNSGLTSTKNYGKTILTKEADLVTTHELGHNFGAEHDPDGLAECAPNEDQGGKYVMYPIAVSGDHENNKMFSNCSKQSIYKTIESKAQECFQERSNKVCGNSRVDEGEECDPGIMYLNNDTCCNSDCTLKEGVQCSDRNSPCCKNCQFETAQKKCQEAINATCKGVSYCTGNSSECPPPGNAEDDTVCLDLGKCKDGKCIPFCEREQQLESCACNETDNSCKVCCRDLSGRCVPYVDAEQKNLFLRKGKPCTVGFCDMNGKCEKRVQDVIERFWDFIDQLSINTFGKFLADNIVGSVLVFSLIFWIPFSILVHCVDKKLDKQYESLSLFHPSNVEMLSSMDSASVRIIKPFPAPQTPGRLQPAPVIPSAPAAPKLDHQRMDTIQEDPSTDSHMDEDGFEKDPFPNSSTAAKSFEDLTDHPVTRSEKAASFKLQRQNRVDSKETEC
NPR1 activator = GC-A (human) enzyme activation; 370,000 tested, 0.14% active; P16066; HEK293 GC-A cells, cGMP TR-FRET, EC30 ANP; 0% at EC30 ANP, 100% saturating ANP; AID 1671463; activation, % at 10 µM; in the data active = activation above about 40%
GAA850 FXN act = increases GAA850 frataxin promoter reporter activity | HEK293 lucGAA850 FXN promoter luciferase reporter, 24 h; percent of 10 µM SAHA response | activation, % at 6 µM | 360,000 tested, 0.56% active;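 active = activation above the average of all compounds screened plus 3 SD, cutoff fixed separately per campaign, cut at about 7.5% in these data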;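 also: 0% = DMSO wells and 100% = 10 µM SAHA wells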
DAX1 inh-2 = NR0B1 (DAX1) inhibition | P51843 | HEK293 Gal4-DAX1 luciferase reporter, luminescence | inhibition, % at 6.75 µM | AID 504766 | 340,000 tested, 0.99% active;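 active = inhibition above the mean over all tested compounds plus 3 SD, cut at about 4.2% in these data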;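 also: 0% = DAX1-transfected cells with DMSO and 100% = empty-vector control cells with DMSO; inhibition shows as a rise in luminescence from relieved DAX1 repression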
Target sequence (P51843 207-470 limits assumed): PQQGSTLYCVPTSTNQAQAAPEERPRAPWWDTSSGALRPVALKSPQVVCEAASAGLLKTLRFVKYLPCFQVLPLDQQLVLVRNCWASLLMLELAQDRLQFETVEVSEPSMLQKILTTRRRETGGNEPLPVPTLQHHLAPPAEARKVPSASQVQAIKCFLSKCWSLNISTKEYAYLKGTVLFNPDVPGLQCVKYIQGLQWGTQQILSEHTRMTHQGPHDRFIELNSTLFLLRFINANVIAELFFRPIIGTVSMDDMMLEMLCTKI
PG9 binder = binds the HIV-1 gp120 antibody PG9; AID 624416; TR-FRET gp120-PG9 antibody binding; inhibition, % at 6.7 µM; 360,000 tested, 0.43% active; in the data active = inhibition above about 8.5%
ADAM10 inh = inhibitors of human ADAM10; O14672; recombinant ADAM10, EDANS/DABCYL FRET peptide cleavage, 3 h; inhibition, % at 7 µM; 370,000 tested, 0.62% active; AID 720582;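 active = inhibition above a per-campaign cutoff equal to the mean of compounds falling between control-based bounds plus 3 SD, cut at about 20% in these data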;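 also: 0% = DMSO wells while the 100% control is not disclosed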
hgDAF12 agonist = activates the H. glycines DAF-12 receptor ligand-binding domain. 370,000 tested, 1.8% active. activation, % at 6.8 µM. HEK293 GAL4-hgDAF12 UAS-luciferase reporter, agonist luminescence; normalized to butyrate control;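 active = activation above a cutoff set at the mean of all screened compounds plus 3 SD, cut at about 10% in these data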;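 also: 0% = DMSO wells and 100% = sodium butyrate wells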
SMARCA2 act = SMARCA2 function activation, primary screen. activation, % at 9.1 µM. AID 652017. 370,000 tested, 1% active. MG213 cells, MMTV-luciferase reporter, dexamethasone, overnight; in the data active = activation above about 7.8%;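 also: 0% = vehicle wells and 100% = reference activator wells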
Starred values were filed as active, the others as inactive; i = inactive; . = not tested or not shown.

SMILES	hcDAF12 agonist	DAX1 inh-1	ssDAF12 agonist	ADAM17 inh	NPR1 activator	GAA850 FXN act	DAX1 inh-2	PG9 binder	ADAM10 inh	hgDAF12 agonist	SMARCA2 act
C=CCn1c(CCc2ccccc2)nnc1SCC(=O)OC	0.7	0.3	-0.6	-0.6	3.4	3.3	-2.6	0.5	4.7	-0.1	3.7
O=C(COc1ccc(NC(=O)c2ccccc2[N+](=O)[O-])cc1)c1ccc(F)cc1	-1.6	-0.1	-1.4	-1.1	3.6	0.6	0.5	-0.6	13.8	0.8	-0.7
CC1(C)Cc2c(sc(NC(=O)c3ccc(S(=O)(=O)N4CCCC4)cc3)c2C#N)C(C)(C)N1	-0.8	-0.5	-1.0	-3.8	2.5	-0.3	0.2	-1.3	3.7	1.3	3.6
Cc1ccc(OCC(O)Cn2c(N3CCCCC3)nc3c2c(=O)[nH]c(=O)n3C)cc1 (stereo not drawn)	0.5	-0.4	-1.6	-5.9	-3.5	3.1	-0.9	0.2	0.2	-1.4	-1.1
COc1cccc(OCc2cc(C(=O)N3CCC(c4ccncc4)CC3)no2)c1	-4.3	-7.5	-2.2	1.6	1.2	2.6	-1.3	0.2	4.6	-4.1	-2.9
CC(=O)n1cc(-c2ccncc2)c2ccccc21	-3.4	0.8	-1.6	0.0	5.7	4.1	-0.1	1.2	-13.6	2.9	1.6
CN1CCN(S(=O)(=O)c2ccc3ccccc3c2)CC1	0.6	0.6	-0.9	-3.7	0.6	1.9	0.8	-0.4	-11.5	-1.7	2.2
Cc1cc(NC(=O)CSc2nc3c(sc4ccccc43)c(=O)n2CCCN2CCOCC2)n[nH]1	0.0	-1.1	-1.3	-4.9	-2.1	-3.4	2.4	-2.1	-11.5	10.6*	20.4*
CCCc1cc(CNC(=O)C2CCC(=O)N(Cc3ccccc3OC)C2)on1 (stereo not drawn)	-1.9	0.0	-0.5	-4.4	4.0	1.0	-0.3	1.3	3.9	0.6	-4.9
Clc1ccc(Cl)c(OCCCCN2CCNCC2)c1	2.5	0.2	-1.1	-2.2	11.8	0.0	2.5	-0.5	10.1	0.8	-1.0
CS(=O)c1ccccc1-c1nc(-c2ccc(Cl)cc2)no1 (stereo not drawn)	-0.8	0.1	-0.5	-2.1	0.0	4.6	0.3	-2.8	1.9	3.9	6.8
Cc1ccc(S(=O)(=O)N2CCOCC2)cc1NC(=O)COC(=O)c1ccc(Cl)s1	-0.8	0.5	-0.5	-1.7	-2.7	0.4	0.6	0.2	1.8	-2.1	-0.2
CCN(CC)c1ccc(C2=NNC(=O)CC2C)cc1[N+](=O)[O-] (stereo not drawn)	-2.5	-1.4	-1.4	0.4	5.7	5.8	1.0	-0.5	0.1	0.5	-1.2
CC(=O)Nc1ccc(NC(=O)C(C)OC(=O)c2ccc(N(C)C)cc2)cc1 (stereo not drawn)	-3.1	0.0	-1.0	5.4	-3.9	0.6	1.6	0.2	0.7	0.9	0.7
COCCCNC(=O)c1csc([C@@H]2C[C@H](O)[C@@H](CO)O2)n1	0.8	-1.1	-1.0	-0.1	1.8	1.2	.	-0.1	-19.1	1.1	-4.4
N#C/C(=N/Nc1ccc(S(=O)(=O)N2CCOCC2)cc1)C(N)=O	0.9	0.5	-0.9	-1.9	-0.4	-1.2	1.3	-2.6	-1.9	3.0	-3.2
O=c1cc(-c2ccc(Cl)cc2)nc(N2CCN(c3ccccc3)CC2)[nH]1	-2.5	-0.3	-0.9	-2.0	1.0	0.3	-1.5	-0.4	2.8	0.6	1.2
CCOC(=O)c1cc(C#N)c(N2CCCC2)nc1-c1ccccc1	-1.5	-0.9	-1.5	-34.5	0.9	3.4	-0.1	4.4	-128.9	-1.1	-1.3
COc1ccc(OC)c(Nc2nc(N)nc(-c3cc4ccccc4o3)n2)c1	-1.5	-0.3	-1.4	3.0	-5.2	0.1	0.3	-1.3	14.1	2.9	-0.8
CN1CCN(CCNC(=O)Nc2ccc(Cl)cc2)CC1	1.8	0.2	-1.0	-4.9	-1.8	2.0	-1.2	-0.1	0.5	0.4	-1.6
CCOC(=O)C1CCCN(Cc2ccc(OCC)cc2)C1 (stereo not drawn)	-2.0	0.0	-1.2	1.9	-2.1	-1.4	-0.1	0.8	3.7	-1.6	1.7
CCn1c(N)nc2ccccc21	1.4	0.8	-0.7	-0.3	-7.3	1.1	0.2	2.2	-7.2	1.1	0.8
C/C(=N\NC(=O)Cc1ccc(Cl)c(Cl)c1)c1cccnc1	-1.8	-0.5	-0.7	0.5	1.1	-0.6	-0.3	-1.7	-7.0	1.9	0.0
Cc1ccccc1NC(=O)CNc1ccccc1C(=O)NCc1ccco1	-0.9	0.2	-0.7	-158.1	4.4	0.7	-1.1	-1.6	i	-1.3	1.1
COc1cccc(NC(=O)Cn2c(=O)c3c(ncn3Cc3ccccc3)n(Cc3ccccc3)c2=O)c1	-1.3	-0.8	-1.8	-0.6	1.9	-1.0	0.2	0.5	6.8	-4.3	-0.6

Entries from the list above with a nitro group on carbon, in the order listed:
SMILES	hcDAF12 agonist	DAX1 inh-1	ssDAF12 agonist	ADAM17 inh	NPR1 activator	GAA850 FXN act	DAX1 inh-2	PG9 binder	ADAM10 inh	hgDAF12 agonist	SMARCA2 act
O=C(COc1ccc(NC(=O)c2ccccc2[N+](=O)[O-])cc1)c1ccc(F)cc1	-1.6	-0.1	-1.4	-1.1	3.6	0.6	0.5	-0.6	13.8	0.8	-0.7
CCN(CC)c1ccc(C2=NNC(=O)CC2C)cc1[N+](=O)[O-] (stereo not drawn)	-2.5	-1.4	-1.4	0.4	5.7	5.8	1.0	-0.5	0.1	0.5	-1.2

Next section.
SMILES	hcDAF12 agonist	DAX1 inh-1	ssDAF12 agonist	ADAM17 inh	NPR1 activator	GAA850 FXN act	DAX1 inh-2	PG9 binder	ADAM10 inh	hgDAF12 agonist	SMARCA2 act
COc1ccc(Oc2cccc3c2S(=O)(=O)N(C2CC2)C[C@@H](COCc2ccccc2)O3)cc1	-2.0	-1.1	-1.7	2.4	5.0	.	.	2.1	3.1	-2.2	-3.1
CC1C=CCC2C(=O)N(c3ccc(OC(=O)c4cccs4)cc3)C(=O)C12 (stereo not drawn)	0.6	-0.5	-1.2	1.6	-0.4	1.9	-0.7	-2.2	-2.7	0.6	1.2
Cc1nn(CSc2c(F)c(F)c(F)c(F)c2F)c(C)c1[N+](=O)[O-]	-0.5	-1.8	-1.1	-2.3	0.6	-2.6	0.0	-0.5	-17.2	2.3	4.1
COc1cccc(OCc2cc(C3Nc4ccccc4C(=O)N3Cc3ccco3)ccc2OC)c1 (stereo not drawn)	-1.7	-0.9	-1.3	-89.3	-6.5	-2.2	-0.6	-1.1	-301.8	-1.3	0.2
Cc1ccc2c(C)nc(Nc3nc(CSc4nc5ccccc5s4)cc(=O)[nH]3)nc2c1	0.7	0.0	0.0	-3.9	-0.1	-1.2	-1.1	0.3	-2.1	0.6	0.5
CC(=O)N1N=C(c2ccco2)CC1c1cc2ccc(C)cc2nc1Cl (stereo not drawn)	-0.7	-0.4	-1.8	-1.9	-5.5	-0.8	-0.3	-2.3	0.2	1.8	0.2
O=[N+]([O-])c1ccc(S(=O)(=O)NN=C2CCCCC2)cc1	-0.8	1.0	-1.0	-0.6	-2.6	3.5	-0.7	-3.1	-9.3	4.3	-2.1
O=C(c1ccccc1F)N1CCN(S(=O)(=O)c2ccc(S(=O)(=O)N3CCCCCC3)cc2)CC1	-0.5	0.1	-1.1	-0.9	-0.3	1.5	0.5	-1.0	2.6	-1.4	1.9
Cc1sc(NC(=O)c2ccco2)c(C(c2cccnc2)N2CCCC2)c1C (stereo not drawn)	-3.1	-2.4	-2.8	-2.3	-23.7	-1.2	-2.4	-1.9	-3.0	-4.8	0.4
CC(Sc1ccc(S(=O)(=O)N2CCOCC2)cn1)c1ccccc1Cl (stereo not drawn)	-0.9	-0.5	-1.0	0.2	-5.0	0.3	-2.1	-0.3	11.0	-2.1	-1.4
Cn1c(N)c(C(=O)CSc2nc(C3CC3)n(-c3ccccc3)n2)c(=O)n(C)c1=O	-1.0	-0.7	-1.2	-1.4	0.2	1.4	1.9	-2.6	-1.1	0.5	5.5
Cc1cc(Br)ccc1NC(=O)CN1C(=S)NC(C)(C)CC1C (stereo not drawn)	-1.0	0.2	-2.1	-1.9	3.4	-0.8	-0.3	1.5	1.8	3.0	3.5
O=C(c1cccs1)N1CCCC(c2nc3c(nnn3Cc3ccc(F)cc3)c(=O)[nH]2)C1 (stereo not drawn)	-2.2	-0.6	-0.7	-0.4	22.4	3.7	-0.3	-0.3	-0.6	-1.4	1.8
C=CCSC(CC)(CC)C(N)=O	0.6	-0.5	-0.9	5.3	-1.5	1.9	4.4*	-0.1	5.3	2.6	-4.6
O=[N+]([O-])c1cccc(NNS(=O)(=O)c2ccccc2F)c1	-0.7	0.3	-0.6	-0.1	4.4	0.8	-1.5	-2.1	7.0	0.1	0.1
CCOC(=O)c1c(C)oc(=O)c(CC)c1O	-0.1	-0.4	-1.0	-2.6	3.8	-0.6	0.6	1.3	-4.1	0.4	-5.0
COc1ccc(F)cc1-c1cc(C(=O)NCc2cccc(C(F)(F)F)c2)[nH]n1	-2.7	-0.7	-1.3	5.2	10.5	-0.2	.	-2.8	10.9	-1.1	2.7
CCn1ccnc1CNC(=O)c1ccc2oc(C(C)C)nc2c1	-1.5	-0.5	-1.6	1.4	-1.5	2.1	0.8	-0.5	-5.3	0.4	4.9
CCCCOc1ccc(C(=O)N2CCCC2C(=O)O)cc1 (stereo not drawn)	1.4	1.1	-0.4	-4.4	3.4	-2.3	0.5	-0.1	-4.6	-1.3	0.8
COCc1cc(=O)n2[nH]c(-c3ccco3)cc2n1	1.4	-0.4	-0.6	-26.1	1.2	1.4	1.3	-0.1	-42.8	1.5	-5.1
O=C(COC(=O)CCN1C(=O)C2CC=CCC2C1=O)NCCc1ccc(F)cc1 (stereo not drawn)	2.2	-4.0	-0.8	-2.1	-2.5	0.1	0.3	-0.5	-11.1	1.4	2.5
COc1ccc(OC)c(NC(=O)NCc2ccc(F)cc2)c1	-0.8	0.2	-1.1	-2.4	-1.0	0.2	-1.9	0.8	-3.4	-1.5	-0.9
Cc1ccc(CNC(=O)CCc2c(C)[nH]c(=O)c(C#N)c2C)cc1	-1.1	-0.3	-1.2	-15.3	0.2	1.4	0.5	2.1	-27.2	-2.1	-0.9
Cc1ccc2c(c1)C1(SCCS1)C(=O)N2	0.9	-0.7	0.0	-1.1	-5.2	-3.6	0.5	-0.3	-5.9	2.2	-3.2
O=C(COC(=O)c1cc(-c2cccs2)nc2ccccc12)NCc1ccco1	-1.1	-0.5	-1.2	-298.6	0.4	-0.3	-1.9	1.2	i	0.3	-0.1
O=C(COC(=O)c1ccco1)Nc1ccc(Br)cc1	2.7	0.5	-1.6	1.8	0.9	-0.8	0.8	0.7	10.6	2.9	-1.1
Cc1ccc(NC(=O)CS(=O)CC(=O)N(C(C)C(=O)NC2CCCCC2)C(C)(C)C)cc1 (stereo not drawn)	-2.3	0.0	-0.8	-5.4	-1.5	1.9	1.1	-0.9	-1.1	0.0	-1.9
COc1ccc(N2CCN(S(=O)(=O)c3c(C)[nH]c(C)c3C(=O)N3CCCC3)CC2)cc1	-0.1	0.2	-0.4	-1.9	3.8	0.2	-0.1	-1.4	2.6	0.7	0.0
O=c1oc(-c2ccccc2)nc2c1cnn2-c1ccccc1	-1.6	0.0	-0.9	-5.7	2.0	2.4	1.0	-0.1	-4.8	1.3	-2.8

This is a random part of the collection; about 6.8% have a hit in one of these screens.
